High-throughput results deposited in PubChem by several laboratories.
LANA DNA inh: KSHV C-LANA DNA binding inhibition; inhibition, % at 9 µM; AID 504423; hit rate 0.078% among 340,000; MBP-C-LANA/FAM-LBS DNA binding, fluorescence polarization;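 active means highest replicate inhibition at or above 60% at 9 µM, even if other replicates fall short; inactive means all replicates below 60% inhibition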;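 further: 0% = neutral control wells and 100% = 4 µM acridine orange control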
Keap1 Nrf2 FP: Keap1-Nrf2 (human) interaction inhibition | Keap1 Kelch-Nrf2 peptide fluorescence polarization, 1536-well | inhibition, % at 9.4 µM | hit rate 0.15% among 340,000; in the data active means inhibition above about 12%; inconclusive means no clear call, values can overlap the other calls; inactive means below about 7.3%;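 further: human Keap1 Kelch domain with fluorescein labeled Nrf2 9mer peptide probe; 0% = neutral control wells and 100% = peptide positive control; higher means more block of Keap1 binding to Nrf2 peptide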
Target sequence (Q14145 whole entry, looked up, the tested form may be a part): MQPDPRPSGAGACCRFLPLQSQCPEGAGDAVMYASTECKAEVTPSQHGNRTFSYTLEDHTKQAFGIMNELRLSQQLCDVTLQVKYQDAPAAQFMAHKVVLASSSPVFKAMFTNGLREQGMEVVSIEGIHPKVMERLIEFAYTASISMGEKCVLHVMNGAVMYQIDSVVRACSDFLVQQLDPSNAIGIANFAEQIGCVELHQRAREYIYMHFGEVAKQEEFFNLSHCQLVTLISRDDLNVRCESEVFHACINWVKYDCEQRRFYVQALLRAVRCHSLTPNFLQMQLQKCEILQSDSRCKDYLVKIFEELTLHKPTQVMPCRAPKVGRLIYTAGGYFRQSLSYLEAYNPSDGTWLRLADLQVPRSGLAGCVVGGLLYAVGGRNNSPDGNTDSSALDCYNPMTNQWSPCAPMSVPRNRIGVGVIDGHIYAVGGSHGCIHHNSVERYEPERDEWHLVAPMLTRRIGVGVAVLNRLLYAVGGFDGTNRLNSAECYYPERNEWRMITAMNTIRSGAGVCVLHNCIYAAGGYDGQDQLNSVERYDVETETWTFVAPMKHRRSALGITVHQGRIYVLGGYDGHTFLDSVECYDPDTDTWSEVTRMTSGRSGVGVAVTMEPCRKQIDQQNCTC
OPRM1-OPRD1 ag: OPRM1-OPRD1 heterodimerization agonism | cells, luminescence | activation, % at 9.3 µM | hit rate 0.3% among 340,000 | AID 504326; in the data active means activation above about 18%;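 further: 0% = vehicle-treated cells and 100% = reference agonist; values of inactives mirror those of a sister screen read the other way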
cardiac RTF act: cardiac RTF calcium sensitization | P19429+P45379 | IANBD-labeled TnC RTF fluorescence at EC20 calcium; 0% EC20 calcium, 100% full calcium | activation, % at 7.2 µM | hit rate 0.24% among 340,000;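 active means activation above the mean over all tested compounds plus 3 SD, cut at about 30% in these data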;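 further: rise in fluorescence read as greater calcium sensitivity of cardiac thin filaments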
Arrestin-AP2 inh: inhibitors of human beta-arrestin and AP2 interaction | inhibition, % at 10 µM | hit rate 0.31% among 340,000 | FITC-arrestin peptide / GST-AP2 beads, flow cytometry; AP2 beta2 appendage carries R879A mutation | AID 504490;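 active means inhibition above a set limit, near 3 SD of compounds lacking own fluorescence, cut at about 54% in these data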;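 further: plate controls were DMSO wells for no effect and 5 µM unlabelled arrestin peptide for full effect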
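Material – GST-tagged AP2 beta2-adaptin appendage (R879A) on 4 µm glutathione beads · Probe or stimulus – fluorescein-tagged arrestin peptide at 50 nM final · Timing – 12 min plus 1 h, RT · Detection – bead flow cytometry, FITC channel · Read-out basis – inhibition as reduced fluorescein signal on beads, percent · Medium – PBS plus Tween 20 (0.05%) and BSA (0.1%)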
OPRM1-OPRD1 inv: mu-delta opioid heterodimer inverse agonism | P35372+P41143 | cell-based MOR-DOR heterodimer luminescence | inhibition, % at 9.3 µM | hit rate 0.21% among 340,000; in the data active means inhibition above about 22%, passing the limit was not always enough;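 further: 0% = cells with DMSO and 100% = wells without cells with DMSO; values of inactives mirror those of a sister screen read the other way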
V-ATPase pHluor: alters yeast V-ATPase proton transport; hit rate 0.37% among 350,000; S. cerevisiae, pHLuorin cytosolic pH fluorescence; AID 504577; response, % at 10 µM; in the data active means response mostly above about 7.3%, no sharp cut-off; inactive means mostly below about 5.4%; further: actives read high; inactives centre near 0; some compounds called inactive have numbers as strong as hits; reference of the scale not given here
Pemphigus Ab inh: human desmoglein-3 autoantibody binding inhibition | P32926 | DSG3-coupled beads, scFv-anti-DSG3-GFP binding, flow cytometry; active compounds read low | binding (percent of control), % at 10 µM | hit rate 0.48% among 310,000;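 active means binding more than 3 SD below its plate's average and above zero; inconclusive means below that plate limit but binding exactly zero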;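 further: hits lower antibody fragment binding to DSG3; some compounds called inactive have numbers as strong as hits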
Wnt act: activates Wnt/beta-catenin signaling in a reporter cell assay; activation, % at 9.35 µM; hit rate 1.2% among 300,000; activator, plate reader; AID 743398; in the data active means activation above about 30%, passing the limit was not always enough; inconclusive means no clear call, values can overlap the other calls;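 further: 0% = neutral control wells and 100% = positive control wells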
Cardiac RTF inh: cardiac RTF calcium desensitization; P19429+P45379; IANBD-labeled cardiac RTF, Ca2+ fluorescence; inhibition, % at 7.15 µM; hit rate 0.12% among 340,000; AID 493244;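 active means inhibition above the mean inhibition of all tested compounds plus 3 SD, cut at about 17% in these data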;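 further: assay run at fixed EC70 calcium of 1.6 mM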
* marks the source's active call; other numbers are inactive results.

Screening Cc1cc(Cl)cc(C)c1OCCCCN1CCOCC1 returned LANA DNA inh -0.1, Keap1 Nrf2 FP 0, OPRM1-OPRD1 ag -0.1, cardiac RTF act 0, Arrestin-AP2 inh -11, OPRM1-OPRD1 inv 1, V-ATPase pHluor 4, Pemphigus Ab inh 104 and Cardiac RTF inh 4.
Screening COc1cc(/C=C/C(=O)Nc2ccc(S(=O)(=O)Nc3onc(C)c3C)cc2)cc(OC)c1OC returned LANA DNA inh -0.6, Keap1 Nrf2 FP -4, OPRM1-OPRD1 ag -0.8, cardiac RTF act 5, Arrestin-AP2 inh 10, OPRM1-OPRD1 inv 4, V-ATPase pHluor 2, Pemphigus Ab inh 97, Wnt act 3 and Cardiac RTF inh 0.
Screening O=C(COC(=O)c1cccc(O)c1)NC(=O)Cc1ccccc1 returned LANA DNA inh 0.6, Keap1 Nrf2 FP -1, OPRM1-OPRD1 ag -2.1, cardiac RTF act -1, Arrestin-AP2 inh -3, OPRM1-OPRD1 inv 12, V-ATPase pHluor 4, Pemphigus Ab inh 103, Wnt act 3 and Cardiac RTF inh -1.
For CCOCCCNS(=O)(=O)c1ccc(NC(=O)Cc2c(F)cccc2Cl)cc1 the results were LANA DNA inh -0.8, Keap1 Nrf2 FP 1, OPRM1-OPRD1 ag -3.1, cardiac RTF act -2, Arrestin-AP2 inh 1, OPRM1-OPRD1 inv 16, V-ATPase pHluor -1, Pemphigus Ab inh 108, Wnt act -1 and Cardiac RTF inh 2.
For CCCCOC(=O)c1ccc(NC(=O)Nc2ccc(OC)c(OC)c2)cc1 the results were LANA DNA inh 1.7, Keap1 Nrf2 FP 0, OPRM1-OPRD1 ag 0.5, cardiac RTF act 4, Arrestin-AP2 inh -1, OPRM1-OPRD1 inv -3, V-ATPase pHluor -5, Pemphigus Ab inh 100 and Cardiac RTF inh 3.
For COc1cccc2cc(C(=O)C3=C(O)C(=O)N(CCN4CCOCC4)C3c3cccc(Cl)c3)oc12 (centres undefined) the results were LANA DNA inh 2.2, Keap1 Nrf2 FP 0, OPRM1-OPRD1 ag -2.7, cardiac RTF act -1, Arrestin-AP2 inh 12, OPRM1-OPRD1 inv 15, V-ATPase pHluor -2, Pemphigus Ab inh 117, Wnt act 0 and Cardiac RTF inh 2.
O=C(c1nc(-c2ccccc2)n(-c2ccccc2)n1)N1CCN(S(=O)(=O)c2ccccc2)CC1 was read as LANA DNA inh -2.2, Keap1 Nrf2 FP 8, OPRM1-OPRD1 ag 0.7, cardiac RTF act 13, Arrestin-AP2 inh -4, OPRM1-OPRD1 inv -4, V-ATPase pHluor 0, Wnt act -3 and Cardiac RTF inh 0.
Cc1c(C(=O)NCc2ccccc2)c(-c2ccccc2)nn1-c1ccccc1 was read as LANA DNA inh 0.5, Keap1 Nrf2 FP -4, OPRM1-OPRD1 ag 3.5, cardiac RTF act 3, Arrestin-AP2 inh 0, OPRM1-OPRD1 inv -20, V-ATPase pHluor -4, Pemphigus Ab inh 94, Wnt act -15 and Cardiac RTF inh -4.
`CCCCN(C)CCNC(=O)c1cn(C)c(=O)c2c1c1ccccc1n2C` gave LANA DNA inh 0.8, Keap1 Nrf2 FP -4, OPRM1-OPRD1 ag 1.3, cardiac RTF act 2, Arrestin-AP2 inh 0, OPRM1-OPRD1 inv -6, V-ATPase pHluor 1, Pemphigus Ab inh 97, Wnt act -1 and Cardiac RTF inh -2.
For O=C(Nc1cccs1)Nc1ccc(Br)cc1F the results were LANA DNA inh -0.2, Keap1 Nrf2 FP -3, OPRM1-OPRD1 ag 9.9, cardiac RTF act 0, Arrestin-AP2 inh -5, OPRM1-OPRD1 inv -53, V-ATPase pHluor 14, Pemphigus Ab inh 117, Wnt act 15 and Cardiac RTF inh 4.

Overlap with the part before: 2 compounds, then new ones.
`CCCCN(C)CCNC(=O)c1cn(C)c(=O)c2c1c1ccccc1n2C` gave LANA DNA inh 0.8, Keap1 Nrf2 FP -4, OPRM1-OPRD1 ag 1.3, cardiac RTF act 2, Arrestin-AP2 inh 0, OPRM1-OPRD1 inv -6, V-ATPase pHluor 1, Pemphigus Ab inh 97, Wnt act -1 and Cardiac RTF inh -2.
For O=C(Nc1cccs1)Nc1ccc(Br)cc1F the results were LANA DNA inh -0.2, Keap1 Nrf2 FP -3, OPRM1-OPRD1 ag 9.9, cardiac RTF act 0, Arrestin-AP2 inh -5, OPRM1-OPRD1 inv -53, V-ATPase pHluor 14, Pemphigus Ab inh 117, Wnt act 15 and Cardiac RTF inh 4.
`CCN(C(=O)COC(=O)c1cccnc1)c1cccc2ccccc12` gave LANA DNA inh 0.0, Keap1 Nrf2 FP 3, OPRM1-OPRD1 ag -2.8, cardiac RTF act -1, Arrestin-AP2 inh 27, OPRM1-OPRD1 inv 11, V-ATPase pHluor 1, Wnt act 0 and Cardiac RTF inh -4.
For C=CCC(Nc1ccco1)c1ccccc1 (centres undefined) the results were LANA DNA inh -1.6, Keap1 Nrf2 FP -4, OPRM1-OPRD1 ag -1.5, cardiac RTF act -2, Arrestin-AP2 inh 2, OPRM1-OPRD1 inv 8, V-ATPase pHluor -4, Pemphigus Ab inh 176 and Cardiac RTF inh 0.
`COc1ccccc1NC(=O)c1ccc(-n2cncn2)nc1` gave LANA DNA inh 0.3, Keap1 Nrf2 FP 3, OPRM1-OPRD1 ag -2.0, cardiac RTF act -1, Arrestin-AP2 inh 11, OPRM1-OPRD1 inv 10, V-ATPase pHluor 4, Pemphigus Ab inh 94, Wnt act -10 and Cardiac RTF inh 5.
`COc1ccc(-c2nc(CSCC(=O)NC3CCCC3)c(C)o2)cc1OC` gave LANA DNA inh -0.3, Keap1 Nrf2 FP -3, OPRM1-OPRD1 ag -1.2, cardiac RTF act 3, Arrestin-AP2 inh 4, OPRM1-OPRD1 inv 6, V-ATPase pHluor -2, Pemphigus Ab inh 98, Wnt act -1 and Cardiac RTF inh -4.
For CCOC(=O)N1CCN(C(=O)C(NS(=O)(=O)c2cccc3nsnc23)c2ccccc2)CC1 (centres undefined) the results were LANA DNA inh -0.6, Keap1 Nrf2 FP 1, OPRM1-OPRD1 ag -3.7, cardiac RTF act 9, Arrestin-AP2 inh 23, OPRM1-OPRD1 inv 20, V-ATPase pHluor 1, Pemphigus Ab inh 99, Wnt act -1 and Cardiac RTF inh 0.
`COc1ccc(-c2cccc(NS(=O)(=O)c3cccc([N+](=O)[O-])c3)c2)nn1` gave LANA DNA inh -0.4, Keap1 Nrf2 FP 1, OPRM1-OPRD1 ag 0.4, cardiac RTF act -6, Arrestin-AP2 inh 45, OPRM1-OPRD1 inv -2, V-ATPase pHluor -2, Pemphigus Ab inh 99, Wnt act 0 and Cardiac RTF inh -1.
Screening CCCOC(=O)c1ccc(-c2c(C)noc2-c2ccc(OC)cc2O)o1 returned LANA DNA inh -0.8, Keap1 Nrf2 FP -2, OPRM1-OPRD1 ag 7.2, cardiac RTF act -10, Arrestin-AP2 inh -2, OPRM1-OPRD1 inv -41, V-ATPase pHluor 0, Pemphigus Ab inh 105 and Cardiac RTF inh -3.
O=C(Cc1cn(-c2ccccc2)nc1-c1ccccc1)N1CCCCC1 was read as LANA DNA inh -0.3, Keap1 Nrf2 FP 1, OPRM1-OPRD1 ag -0.3, cardiac RTF act -5, Arrestin-AP2 inh 22, OPRM1-OPRD1 inv 2, V-ATPase pHluor -3, Pemphigus Ab inh 112, Wnt act -2 and Cardiac RTF inh -19.
Cc1ccc(C(=O)CC(Nc2ccc(F)cc2)c2ccccc2)cc1 (centres undefined) was read as LANA DNA inh 3.3, Keap1 Nrf2 FP -5, OPRM1-OPRD1 ag 5.7, cardiac RTF act 1, Arrestin-AP2 inh 3, OPRM1-OPRD1 inv -30, V-ATPase pHluor 4, Pemphigus Ab inh 100, Wnt act inconclusive and Cardiac RTF inh 1.
For CC1(C)CC2CC(C)(CN2C(=O)COC(=O)c2ccccc2C(F)(F)F)C1 (centres undefined) the results were LANA DNA inh 0.5, Keap1 Nrf2 FP 0, OPRM1-OPRD1 ag 3.4, cardiac RTF act -9, Arrestin-AP2 inh 10, OPRM1-OPRD1 inv -18, V-ATPase pHluor 2, Pemphigus Ab inh 97, Wnt act -1 and Cardiac RTF inh -3.
For CCOC(=O)CSc1nc2sccc2c(=O)[nH]1 the results were LANA DNA inh -0.1, Keap1 Nrf2 FP -6, OPRM1-OPRD1 ag -1.5, cardiac RTF act 2, Arrestin-AP2 inh -3, OPRM1-OPRD1 inv 8, V-ATPase pHluor -3, Pemphigus Ab inh 96, Wnt act -3 and Cardiac RTF inh -5.
Cc1cccc2cc(C3CC(c4cccs4)=NN3S(C)(=O)=O)c(Cl)nc12 (centres undefined) was read as LANA DNA inh 0.5, Keap1 Nrf2 FP -6, OPRM1-OPRD1 ag 1.4, cardiac RTF act 8, Arrestin-AP2 inh 4, OPRM1-OPRD1 inv -7, V-ATPase pHluor 0, Pemphigus Ab inh 89, Wnt act -3 and Cardiac RTF inh -7.
Cc1cc(C)c(S(=O)(=O)N2CCOC2CNC(=O)C(=O)NCCCn2ccnc2)c(C)c1 (centres undefined) was read as LANA DNA inh 0.5, Keap1 Nrf2 FP -1, OPRM1-OPRD1 ag 0.1, cardiac RTF act 1, Arrestin-AP2 inh 0, OPRM1-OPRD1 inv -1, V-ATPase pHluor 4, Pemphigus Ab inh 100, Wnt act 6 and Cardiac RTF inh -16.
`CCn1nnnc1SCC(=O)c1ccc(C)cc1C` gave LANA DNA inh 1.5, Keap1 Nrf2 FP -5, OPRM1-OPRD1 ag -1.8, cardiac RTF act -4, Arrestin-AP2 inh 10, OPRM1-OPRD1 inv 10, V-ATPase pHluor 0, Pemphigus Ab inh 101 and Cardiac RTF inh -22.
Screening CC1CC1C(=O)OCC(=O)Nc1ccc(S(=O)(=O)N2CCOCC2)cc1 (centres undefined) returned LANA DNA inh 0.5, Keap1 Nrf2 FP -6, OPRM1-OPRD1 ag -2.7, cardiac RTF act 2, Arrestin-AP2 inh -2, OPRM1-OPRD1 inv 12, V-ATPase pHluor 0, Pemphigus Ab inh 96, Wnt act 1 and Cardiac RTF inh -5.
Screening O=C(CCCOC(=O)c1ccc(O)cc1)c1ccccc1 returned LANA DNA inh 0.7, Keap1 Nrf2 FP 0, OPRM1-OPRD1 ag -0.6, cardiac RTF act -2, Arrestin-AP2 inh 20, OPRM1-OPRD1 inv 3, V-ATPase pHluor 0, Pemphigus Ab inh 118, Wnt act -3 and Cardiac RTF inh 0.
CNC(=O)c1ccc(NC(=O)CCNC(=O)Nc2ccccc2)cc1 was read as LANA DNA inh 2.6, Keap1 Nrf2 FP 2, OPRM1-OPRD1 ag -1.1, cardiac RTF act -3, Arrestin-AP2 inh -11, OPRM1-OPRD1 inv 7, V-ATPase pHluor -4, Pemphigus Ab inh 96, Wnt act -1 and Cardiac RTF inh -23.
